MBNL1-CUG inh – MBNL1-poly(CUG) RNA binding inhibition. TR-FRET MBNL1-His/biotin-(CUG)12 binding, 665/545 ratio. Potency, µM (highest dose often 57.5 µM), inactives show top-dose activity change, negative = inhibition, hits mostly inhibitors. 280,000 tested, 0.036% active; active = well fitted inhibition curve with a large enough effect in the signal ratio, with a control signal flat, not every such curve was filed as active; inconclusive = small, poorly fitted or top-dose-only effect, or effect the other way, or a change in a side signal; inactive = no such curve, though single readings can be large or run the other way; the % refers to the signal ratio; note: potency is the fitted concentration of half-maximal effect; % is set by controls: 0 for no effect and ±100 for the full control effect
Target sequence (Q9NR56 whole entry, looked up): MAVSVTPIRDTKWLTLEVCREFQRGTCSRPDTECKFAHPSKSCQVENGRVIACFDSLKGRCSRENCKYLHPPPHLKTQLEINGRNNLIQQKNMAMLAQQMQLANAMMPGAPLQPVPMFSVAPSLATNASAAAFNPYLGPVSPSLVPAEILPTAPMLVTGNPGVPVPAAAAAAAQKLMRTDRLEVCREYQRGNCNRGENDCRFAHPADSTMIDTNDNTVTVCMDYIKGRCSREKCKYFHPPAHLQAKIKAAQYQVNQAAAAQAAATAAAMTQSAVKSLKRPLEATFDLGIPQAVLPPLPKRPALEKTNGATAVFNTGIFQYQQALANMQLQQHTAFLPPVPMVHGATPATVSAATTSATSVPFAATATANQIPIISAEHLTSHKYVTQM
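Compounds (final 92 nM to 58 uM) are added to His-tagged MBNL1 and biotin-(CUG)12, then terbium anti-His antibody and streptavidin-XL665 (5 nM final). After 60 min at room temperature, the 665/545 nm ratio is read.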
MLL CXXC-DNA inh – inhibitors of human MLL CXXC domain-DNA interaction. Q03164. MLL-CXXC / FITC-HOXA9 DNA fluorescence polarization. Potency, µM (highest dose often 115 µM), for inactives: at the top dose activity change, negative = inhibition, hits mostly inhibitors. 290,000 tested, 0.037% active; active = well fitted inhibition curve with a large enough effect in the polarisation, with a control signal flat, not every such curve was filed as active; inconclusive = small, poorly fitted or top-dose-only effect, or effect the other way, or a change in a side signal; inactive = no such curve, though single readings can be large or run the other way; the % refers to the polarisation; note: potency is the fitted concentration of half-maximal effect
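Fluorescence polarization: 7 uM MLL-CXXC (stock) preincubated 5 min with compounds, then 50 nM fluorescein-HOX-A9 DNA (stock) added; 30 min ambient. Buffer 50 mM Tris-HCl pH 7.5, 50 mM NaCl, 1 mM DTT, 0.05% BSA.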
S-ASM inh – blocks human secretory acid sphingomyelinase; Potency, µM (doses to about 57.5 µM), without a hit: top-dose activity change, negative = inhibition, usual class: inhibitors; placental ASM, HMU-PC fluorogenic substrate, 60 min; 340,000 tested, 0.006% active; AID 504937; note: potency is the fitted concentration of half-maximal effect
Target sequence (P17405 47-631 limits assumed): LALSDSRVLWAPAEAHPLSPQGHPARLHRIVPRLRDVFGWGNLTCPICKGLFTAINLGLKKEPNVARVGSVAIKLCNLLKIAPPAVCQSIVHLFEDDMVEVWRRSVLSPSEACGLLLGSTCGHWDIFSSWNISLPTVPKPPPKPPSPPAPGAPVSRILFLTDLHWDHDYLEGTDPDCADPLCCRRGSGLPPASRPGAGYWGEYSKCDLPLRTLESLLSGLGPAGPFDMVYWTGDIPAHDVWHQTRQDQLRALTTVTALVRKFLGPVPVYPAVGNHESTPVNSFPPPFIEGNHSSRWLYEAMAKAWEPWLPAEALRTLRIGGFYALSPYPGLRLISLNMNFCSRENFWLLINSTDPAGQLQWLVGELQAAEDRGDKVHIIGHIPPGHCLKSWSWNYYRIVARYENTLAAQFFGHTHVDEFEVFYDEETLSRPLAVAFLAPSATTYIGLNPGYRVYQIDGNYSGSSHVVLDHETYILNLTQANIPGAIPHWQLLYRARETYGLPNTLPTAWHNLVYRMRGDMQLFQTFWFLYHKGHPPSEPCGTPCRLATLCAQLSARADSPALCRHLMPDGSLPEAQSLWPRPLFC
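Human placenta-derived ASM preincubated with compound 10 min at room temperature, then reacted with 9 uM (final) fluorogenic HMU-PC substrate for 60 min at 37 C. Stop solution raises pH to 10; fluorescence read at Ex 386/Em 447 nm.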
GALK inhibitor – galactokinase (human) inhibition; P51570; Purified GALK, Kinase-Glo residual ATP luminescence; Potency, µM (doses to about 57.5 µM), inactives show top-dose activity change, negative = inhibition, most hits filed as inhibitors; 270,000 tested, 0.007% active; note: potency is the fitted concentration of half-maximal effect; % is set by controls: 0 for no effect and ±100 for the full control effect
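Kinase-Glo Plus luminescence measured ATP left after a 1 h room-temperature reaction. The reaction used 5 nM GALK, 100 uM galactose and 35 uM ATP at pH 8.0 (20 mM HEPES, 5 mM MgCl2, 60 mM NaCl, 1 mM DTT, 0.01% BSA).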
KCNH2 3.1 block – inhibitors of human KCNH2 3.1 potassium channel isoform; activity change, % (tested at about 1.8 µM); 340,000 tested, 0.95% active; U2OS KCNH2 3.1, thallium flux FluxOr; hits give low values; AID 720553;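 active = maximum activity change below -70%; inconclusive = maximum activity change from -70% to -50%; inactive = maximum activity change above -50%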;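 note: thallium influx rate constant from kinetic fluorescence after stimulation buffer; % is set by controls: 0 for no effect and ±100 for the full control effect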
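Steps: virus added to U2OS suspension (4 h, RT, dark); medium with 10% FBS added, cells plated, 37 C overnight; FluxOr/Red40 loading buffer 45 min RT; stimulation buffer, 2 min kinetic read; rate constant normalized.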
AT treatment – potential ataxia-telangiectasia treatments restoring KAP-1 phosphorylation; […] A-T fibroblasts, KAP-1 phosphorylation AlphaLISA; neocarzinostatin DNA damage 30 min before lysis; Potency, µM (doses to about 57.5 µM), for inactives: top-dose activation, actives largely listed as activators; 320,000 tested, 0.19% active; AID 485349; note: potency is the fitted concentration of half-maximal effect; % of control where 0% means no effect; nearly all actives have a fitted effect of over 45% in size
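hTERT-immortalized A-T patient fibroblasts ([…]), 500 cells/well in OPTI-MEM, 1% FBS, got compounds for 60 min, then NCS for 30 min at 37C. Lysates were then assayed for phospho-KAP-1 by AlphaLISA (anti-pKAP1 donor, anti-KAP1 acceptor beads), 6 hr at 25C.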
KCNH2 WT inh – KCNH2 (human, wildtype) channel inhibition; Q12809; U2OS, BacMam KCNH2, thallium flux FluxOr; hits give low values; activity change, % at 1.84 µM; 340,000 tested, 0.37% active;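 active = maximum activity change below -70%; inconclusive = maximum activity change between -70% and -50%; inactive = maximum activity change above -50%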; note: % is set by controls: 0 for no effect and ±100 for the full control effect
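U2OS cells transduced with wild-type KCNH2 virus are loaded with FluxOr dye for 45 min, and thallium flux is measured in kinetic reads before and after stimulation buffer. Rate constants are normalized to DMSO controls.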
Integrin act MD – activators of alpha7 integrin expression for muscular dystrophy | alpha7betagal myoblasts, beta-gal FDG fluorescence, 48 h | Potency, µM (series often up to 38.3 µM), inactives show at the highest dose activation, usual class: activators | 350,000 tested, 0.064% active | AID 624291;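 note: potency is the fitted concentration of half-maximal effect; 100% = response of the positive control SU9516; nearly all actives have a fitted effect of over 60% in size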
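Alpha7betagal+/- myoblasts (passage 13) were plated 16-24 hr, then exposed to compounds (1:260 dilution of DMSO stock) for 48 hours at 37C. After MPER lysis, β-galactosidase reporter activity was read as FDG fluorescence (ex 480/em 540) after 30 minutes.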
Coupling enz – inhibits coupling enzyme system, counter-screen for aldolase hits; coupling enzyme system counterscreen, AmpLite Red fluorescence; 290,000 tested, 0.67% active; activity change, negative = inhibition, % at 58.2 µM, hits read low; in the data active = activity change below about -30%; note: % is set by controls: 0 for no effect and ±100 for the full control effect
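Counterscreen of the coupled detection system alone, without aldolase: glyceraldehyde-3-phosphate coupling enzymes plus AmpLite Red readout. Compounds at 57.5 uM final, 10 min RT preincubation, 20 min RT reaction, fluorescence 525/598 nm.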
TRPV1 agonist – activates the human vanilloid receptor TRPV1; AID 540275; activation, % at 8.33 µM; 320,000 tested, 0.19% active; TRPV1-expressing cells, Fluo-8 calcium influx, agonist mode; in the data active = activation above about 80%; inconclusive = between about 30% and that limit; note: 0% is about no effect
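Fluo-8 calcium influx in TRPV1-expressing cells, kinetic read (ex 480/em 520 nm). Compound added and read 3 min for agonist activity, followed by capsaicin at EC20 final and 2 min further read for enhancement.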
* = called active by the depositor; i = inactive; ? = inconclusive; · = no result given; [ ] = another dose, or the depositor's remark. Unless noted, calls come from the whole dose curve; as a rule, active = well fitted curve in the direction sought with a large enough effect; inconclusive = small, poorly fitted or top-dose-only effect, or another doubt; inactive = no such curve, though single readings can be large; an effect the other way counts as inactive or inconclusive.

SMILES,MBNL1-CUG inh,MLL CXXC-DNA inh,S-ASM inh,GALK inhibitor,KCNH2 3.1 block,AT treatment,KCNH2 WT inh,Integrin act MD,Coupling enz,TRPV1 agonist
Cc1ccc(S(=O)(=O)N2CCN(C(=O)Cc3sc(C)nc3-c3ccc(F)cc3)CC2)c(C)c1,·,·,-2%,·,-6,10%,0,-7%,·,3
COc1ccc(OC)c(NC(=O)COC(=O)CC2CCCCC2)c1,·,·,-4%,·,2,22%,-11,4%,·,·
CCC(=O)NC(=S)Nc1ccc(N2CCOCC2)cc1,-7%,-8%,-2%,1%,3,3%,i,?,3,-6
O=C(CCN1C(=O)C2C3CCC(C3)C2C1=O)Nc1ccc(Cl)cc1Cl (stereo not given),-7%,1%,5%,11%,9,4%,-6,-64%[inhibitor],3,3
COc1ccc(OCC(O)CNS(=O)(=O)c2ccc(NC(C)=O)cc2)cc1 (stereo not given),-4%,5%,1%,7%,·,-2%,-11,17%,·,1
COc1ccc(S(=O)(=O)N2Cc3ccccc3CC2C(=O)O)cc1OC (stereo not given),3%,7%,0%,1%,4,9%,-1,6%,4,1
COc1ccc(C(=O)N2CCOCC2)cc1Br,-5%,11%,-1%,-1%,-1,5%,-2,-7%,0,3
Cc1nc2cc(F)ccc2n1C1CCN(C(=O)c2c(F)cccc2F)CC1,-4%,-3%,89%[activator],1%,8,-1%,14,-15%,2,2
COc1c(Cl)ccc(Cl)c1C(=O)NC(=S)N1CCOCC1,-1%,-1%,3%,1%,1,1%,0,-28%,3,1
CC(CNC(=O)CCS(=O)(=O)c1ccc2c(c1)NC(=O)CO2)c1ccccc1 (stereo not given),1%,1%,-3%,-2%,-3,-1%,5,0%,·,?
O=C(CSc1nc2ccccc2c(=O)n1Cc1ccco1)NCc1ccccc1,·,·,-2%,·,?,·,24,17%,·,·
C=CCOCCN(CCOCC=C)C1=NS(=O)(=O)c2ccccc21,0%,-5%,0%,0%,1,-5%,·,0%,2,3
CC1CN(C(=O)/C(C#N)=C2\N=C(NC(=O)c3ccc(F)cc3)c3ccccc32)CC(C)O1 (stereo not given),?,3%,-3%,0%,18,?,-2,?,0,13
CCc1nnc(NC(=O)C2Cc3ccccc3CN2S(=O)(=O)CC)s1 (stereo not given),0%,-3%,-3%,1%,-46,1%,2,-3%,-2,3
Cc1cc(C)nc(NS(=O)(=O)c2ccc(NC(=O)CN3C(=O)C4CC=CCC4C3=O)cc2)n1 (stereo not given),·,-1%,5%,-1%,-2,-3%,4,5%,8,-4
Cc1ccc(NC(=O)CCNC(=O)c2ccccc2Cl)cc1S(=O)(=O)N(C)C,-7%,?,3%,1%,5,1%,3,3%,5,1
COc1ccc2[nH]c(C)cc(=O)c2c1,-4%,3%,5%,0%,9,9%,0,10%,-2,-5
CN(Cc1nc2ccccc2[nH]1)Cc1nc(CC2CC2)no1,8%,4%,4%,3%,1,7%,-2,-7%,0,-1
CCOc1nc(-c2ccccc2)ccc1-c1noc(-c2ccco2)n1,44%[activator],6%,5%,-5%,0,2%,3,5%,-4,?
CCC(C)NC(=O)COC(=O)c1csc2c1CCCC2 (stereo not given),-10%,-8%,-3%,-3%,16,10%,4,6%,1,-4
O=C(/C=C/c1ccc(Cl)c([N+](=O)[O-])c1)c1cccnc1,?,13%,1%,1%,-28,-5%,3,18%,2,-3
COCC(=O)Nc1ccc2c(c1)OCC(=O)N2Cc1ccccc1F,0%,14%,0%,-2%,4,5%,4,25%,-1,5
Cc1ccc(CN2CC(C(=O)Nc3nnc(SCc4c(Cl)cccc4Cl)s3)CC2=O)cc1 (stereo not given),20%,6%,-16%,-2%,-8,5%,2,3%,13,-1
COc1cc(NC(=O)c2cnn3c(C)cc(C)nc23)c(OC)cc1Cl,?,7%,-2%,1%,-22,3%,-25,8%,0,2

Part of the list above in order of heavy-atom count, largest number first.
SMILES,MBNL1-CUG inh,MLL CXXC-DNA inh,S-ASM inh,GALK inhibitor,KCNH2 3.1 block,AT treatment,KCNH2 WT inh,Integrin act MD,Coupling enz,TRPV1 agonist
COc1ccc(OCC(O)CNS(=O)(=O)c2ccc(NC(C)=O)cc2)cc1 (stereo not given),-4%,5%,1%,7%,·,-2%,-11,17%,·,1
COc1c(Cl)ccc(Cl)c1C(=O)NC(=S)N1CCOCC1,-1%,-1%,3%,1%,1,1%,0,-28%,3,1
O=C(/C=C/c1ccc(Cl)c([N+](=O)[O-])c1)c1cccnc1,?,13%,1%,1%,-28,-5%,3,18%,2,-3

New compounds follow.
Screens in order: MBNL1-CUG inh | MLL CXXC-DNA inh | S-ASM inh | GALK inhibitor | KCNH2 3.1 block | AT treatment | KCNH2 WT inh | Integrin act MD | Coupling enz | TRPV1 agonist
Clc1ccc(-n2ncc3c(NCc4ccccn4)ncnc32)cc1
 : 19% | 12% | 0% | -2% | -10 | -1% | -7 | 3% | 18 | 5
O=C(Cn1nnc(-c2ccc(F)cc2)n1)Nc1ccc2c(c1)OCCO2
 : -4% | 1% | -2% | 1% | 1 | 12% | 0 | -9% | 1 | 10
CC(=O)N(c1cccc(Br)c1)C1C=CS(=O)(=O)C1 (stereo not given)
 : -5% | 18% | 5% | -1% | 3 | 8% | -8 | -31% | 0 | 2
CCCCn1c(CNC(=O)c2cccs2)nc2ccccc21
 : 8% | 2% | 0% | -1% | 6 | -3% | -2 | -2% | -1 | 17
O=C1N=c2ccccc2=C1c1c(O)[nH]c2c(C(F)(F)F)cccc12
 : 2% | -2% | 1% | -3% | -7 | 3% | -31 | 9% | 0 | 2
Cc1cccc(Cn2c(SCC(=O)Nc3ccccc3)nc3c2c(=O)[nH]c(=O)n3C)c1
 : ? | 12% | 0% | -2% | -19 | 20% | 3 | 7% | -4 | -3
CN(c1ccc(C(=O)NCCCn2ccnc2)cc1)S(C)(=O)=O
 : 0% | -7% | 4% | -4% | -2 | -3% | -6 | -17% | 1 | 0
O=C(O)c1cccc(NS(=O)(=O)c2cccc3nsnc23)c1
 : ? | 5% | 3% | -3% | 1 | -1% | 15 | 7% | 3 | 2
O=C(CN1C(=O)c2cccc3cccc1c23)NCc1cccnc1
 : ? | 3% | 28% | 0% | 3 | · | -5 | 2% | -1 | -1
O=C1Nc2ccccc2/C1=C/C(=O)c1cccs1
 : 7% | -6% | ? | -2% | 0 | -14% | -15 | -45% | -4 | 0
CC(=O)/C(=N\Nc1ccccc1Cl)Sc1cccc2cccnc12
 : · | -4% | -14% | 1% | -1 | 19% | 3 | ? | -1 | 1
O=C(c1cccc(S(=O)(=O)N2CCN(c3ccccc3)CC2)c1)N1CCCC(C(F)(F)F)C1 (stereo not given)
 : · | · | 0% | · | 4 | 2% | -1 | -23% | · | -3
COc1ccc(C(=O)N/N=C(\C)CC(=O)Nc2ccccn2)cc1OC
 : 0% | 7% | 3% | -3% | 3 | -4% | 9 | 11% | 1 | 1
Cc1cc(C)c2cc(CN(Cc3nnnn3C3CCCCC3)CC3CCCO3)c(=O)[nH]c2c1 (stereo not given)
 : ? | 19% | -8% | -3% | -7 | 1% | 26 | -14% | -4 | 3
O=C(CSc1nnc(-c2ccccc2Br)o1)N1CCc2ccccc2C1
 : -4% | -3% | -7% | -1% | -3 | 9% | -11 | -4% | -1 | 21
